# PDI turbidity: inhibitors of human PDI, primary screen, biochemical, turbidity, single point, plate reader; Protein disulfide-isomerase (Homo sapiens), P07237; PDI insulin aggregation turbidity, A650, 90 min; inhibition, % at 10 µM; actives 0.052% (n = 350,000);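 active = mean inhibition across replicates of 30% or more, whatever share of single replicates reach that level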;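 also: absorbance from insulin aggregation driven by PDI reduction with DTT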
# Target sequence (P07237 whole entry, looked up): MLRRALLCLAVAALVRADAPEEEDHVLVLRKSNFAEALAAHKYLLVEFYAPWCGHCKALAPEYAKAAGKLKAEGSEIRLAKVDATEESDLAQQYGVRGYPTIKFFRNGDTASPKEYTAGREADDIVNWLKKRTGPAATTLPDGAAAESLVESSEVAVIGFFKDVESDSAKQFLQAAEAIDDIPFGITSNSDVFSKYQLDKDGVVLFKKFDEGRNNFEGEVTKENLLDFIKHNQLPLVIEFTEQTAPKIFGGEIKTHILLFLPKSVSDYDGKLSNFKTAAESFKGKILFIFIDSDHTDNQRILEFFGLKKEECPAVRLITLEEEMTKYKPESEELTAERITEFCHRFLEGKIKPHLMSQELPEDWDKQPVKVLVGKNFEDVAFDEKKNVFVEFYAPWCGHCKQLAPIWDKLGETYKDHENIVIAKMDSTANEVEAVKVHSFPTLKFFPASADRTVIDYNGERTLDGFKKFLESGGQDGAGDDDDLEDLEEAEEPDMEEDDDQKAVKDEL
# Cardio protect: cardioprotection against H2O2-induced cell death, primary screen, uHTS, H9c2 cells, ATPLite luminescence; actives 0.63% (n = 360,000); H9c2 cardiomyocytes, H2O2 injury protection, 2 h; protection from H2O2 cell death, % at 20 µM;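 active = compounds giving at least 50% protection of heart cells from peroxide-induced death in the single-dose screen, raw or plate-pattern-corrected value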;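 also: 0% = DMSO wells with peroxide and 100% = DMSO wells without peroxide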
# HIF-2a block: HIF-2a reporter inhibitors, primary screen, luminescence, 786-0 RCC cells. actives 0.72% (n = 360,000). 786-0 RCC cells HIF-2a reporter, luciferase luminescence, overnight. AID 624352, 2012. inhibition, % at 18.8 µM;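 active = inhibition of the luminescence signal of 40% or more relative to plate controls, in a single-dose primary screen at 18.75 µM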
# Peg3 prom inh: Peg3 promoter-driven luciferase inhibitors, primary screen, cell-based, HeLa, luciferase luminescence; AID 588405, 2011; inhibition, % at 20 µM; actives 1.7% (n = 360,000); HeLa PEG-Prom luciferase reporter, overnight;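 active = inhibition of at least 50% at 20 µM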
# Shn3 3UTR inh: reduction of Shn3 3'UTR firefly luciferase signal, primary screen, Schnurri-3 inhibitor project, cell-based, Clone20 osteoblasts, set 2. Clone20 osteoblast Shn3 3'UTR firefly luciferase, 24 h. inhibition, % at 12.5 µM. actives 0.52% (n = 360,000). AID 588674, 2011;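 active = mean inhibition of at least 75% with every replicate also reaching 75%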;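 also: 0% = median of neutral control wells and 100% = pilot-screen positive control compound; some compounds past the cut are filed as inactive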
# CaV13 FRET inh: Primary screen for inhibitors of IQ motif and Ca2+-dependent inactivation inhibitor domain binding in CACNA1D, Förster resonance energy transfer in living cells, …; HEK cells, CFP/YFP FRET ICDI-IQ, plate reader, 10 min; percent FRET-ratio fall versus neutral wells; inhibition, % at 12.3 µM; actives 0.098% (n = 340,000); AID 743397;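 active = mean replicate inhibition of at least 30% and at least 1% of replicates passing that level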;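 also: 0% = median of the neutral control wells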
# NR2E3 ag-1: inhibitors of NR2E3-RetCOR corepressor binding, primary screen, NR2E3 agonist project, biochemical, TR-FRET, GST-NR2E3, biotin-RetCOR | Photoreceptor-specific nuclear receptor (Homo sapiens), Q9Y5X4 | 1536-well | inhibition of corepressor binding, % at 4.78 µM | actives 0.12% (n = 320,000) | AID 2300, 2010;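 active = percent inhibition above the cutoff of mean plus 3 SD of all tested compounds, set per screening campaign, cut at about 20% in these data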;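 also: 0% = DMSO wells and 100% = biotin wells as full block of FRET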
# Target sequence (Q9Y5X4 whole entry, looked up): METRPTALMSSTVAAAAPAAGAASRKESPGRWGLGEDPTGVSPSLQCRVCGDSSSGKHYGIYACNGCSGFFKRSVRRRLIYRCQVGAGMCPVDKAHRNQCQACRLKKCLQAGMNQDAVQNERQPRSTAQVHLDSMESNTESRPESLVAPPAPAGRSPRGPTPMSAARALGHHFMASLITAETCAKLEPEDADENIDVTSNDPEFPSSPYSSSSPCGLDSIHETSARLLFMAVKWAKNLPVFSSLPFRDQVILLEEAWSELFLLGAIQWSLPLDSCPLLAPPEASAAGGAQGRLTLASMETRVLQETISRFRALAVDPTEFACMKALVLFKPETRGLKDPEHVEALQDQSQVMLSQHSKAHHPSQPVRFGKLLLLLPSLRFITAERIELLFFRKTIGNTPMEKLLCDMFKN
#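 Assay system: NR2E3–RetCOR corepressor complex. Quantity: 1.35 nM GST-NR2E3. Buffer or medium: pH 7.5 Tris-based buffer. Reagent: biotinylated RetCOR corepressor at 7 nM final. Schedule: 5 h at 4 °C. Detection: TR-FRET, emission read at 617 and 671 nm. Replicates: one well per compound, singlicate testing.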
# iPSC survival up: enhancers of single-cell hiPSC survival, primary screen, ATPlite luminescence; survival enhancement, % at 20 µM; 100% = ROCK inhibitor wells, 0% = DMSO; actives 0.044% (n = 360,000); in the data active = survival enhancement above about 18%;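 also: cells exposed to compounds for 16 hours before the ATP read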
# MITF TRPM1 inh: inhibitors of MITF-dependent TRPM1 promoter reporter, primary screen, cell-based, SK-MEL-5, single point, luciferase; inhibition, % at 12.5 µM; actives 0.83% (n = 330,000); AID 488899, 2010; SK-MEL-5 TRPM1 promoter luciferase, 24 h;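 active = mean inhibition across replicates of 60% or more, whatever share of single replicates reaches that level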; also: values of inactives mirror those of a sister screen read the other way
# HTR2A ag: mouse Htr2a agonists via beta-arrestin recruitment, primary screen, cell-based, luminescence. 5-hydroxytryptamine receptor 2A (Mus musculus), P35363. activation, % at 7.6 µM. CHO-K1 mHTR2A beta-arrestin complementation; percent of 30 µM serotonin response. actives 0.66% (n = 360,000);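 active = activation above a run cutoff, the mean activation of all tested compounds plus 3 SD, cut at about 14% in these data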;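 also: 0% = plate median of compound wells and 100% = 30 µM serotonin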
# NR2E3 ag-2: NR2E3 agonists in two-hybrid cells, primary screen, cell-based, luminescence, CHO-S, Gal4-NCOR/VP16-NR2E3 | Photoreceptor-specific nuclear receptor (Homo sapiens), Q9Y5X4 | luciferase | inhibition of corepressor binding, % at 3.98 µM | actives 0.35% (n = 360,000) | AID 602229, 2012;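 active = inhibition above the mean of all tested compounds plus 3 SD, cut at about 70% in these data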;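 also: 0% = DMSO with NR2E3 transfected cells and 100% = cells lacking NR2E3 construct; higher means lower luciferase signal from less NR2E3 corepressor binding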
# Numbers without * were called inactive; / = no result given; + = active, no number.
nr	Compound	PDI turbidity	Cardio protect	HIF-2a block	Peg3 prom inh	Shn3 3UTR inh	CaV13 FRET inh
1	FC(F)(F)COc1cc(-c2nnc(SCc3ccccc3)n2Cc2ccco2)cc(OCC(F)(F)F)n1	-7	-6	31	18	34	-5
2	Cc1ccc(N/C=C(\C#N)c2ccc(OCCCF)cc2)cc1	3	-4	-56	-31	-11	-4
3	C=CCn1c(SCC(C)=O)nnc1-c1ccc2ncccc2c1	10	12	11	2	-15	-20
4	CN(C)CCCNC(=S)Nc1ccc(-c2ccccc2)cc1	5	4	-5	-10	-14	-2
5	CCOc1ccc(C(=O)Nc2nccs2)cc1[N+](=O)[O-]	16	1	-180	-153	-54	-5
6	Cc1nn(C)c(Oc2cccc(Cl)c2)c1C(=O)Nc1ccc(F)cc1	-6	6	-3	8	2	-4
7	CCC(=O)c1cc(F)c(N2CCN(C(=O)Cc3ccccc3)CC2)cc1C	19	-29	15	16	40	0
8	O=C(CCCC(=O)OCC(=O)c1ccc(Cl)cc1)NC1CCCCC1	-4	-3	4	0	-1	-9
9	COc1ccc(/C=C2/Sc3ccc(C(=O)NCCN4CCCCCC4)cc3NC2=O)cc1	-1	-15	3	105*	53	-6
10	CCN(C#N)c1nc(N(C)C)nc(N(C)C)n1	-13	1	-2	-7	-2	-4
11	CC(=O)NS(=O)(=O)c1ccc(NC(=O)COc2ccc(C(=O)c3ccccc3)cc2)cc1	13	4	7	7	-19	-4
12	CN(CCOc1ccccc1)C(=O)c1cc(S(=O)(=O)N2CCCCC2)ccc1Cl	1	-2	6	21	11	-2
13	Cc1noc(C)c1CCC(=O)Nc1cc(Cl)ccc1C(=O)O	-7	2	-1	-5	11	-9
14	O=C(CN1CCN(c2cccc(Cl)c2)CC1)NC1CCCc2ccccc21 (stereo unspecified)	3	-10	16	25	-8	-4
15	COc1ccc(CNC(=O)Cc2c(C(=O)O)[nH]c3ccccc23)c(OC)c1	0	-1	-12	1	3	-3

nr	NR2E3 ag-1	iPSC survival up	MITF TRPM1 inh	HTR2A ag	NR2E3 ag-2
1	4	2.6	-6	3	-3
2	4	1.1	-17	-6	-35
3	2	1.2	4	7	3
4	0	1.2	-2	-4	-16
5	3	2.6	-37	-1	-43
6	0	2.1	3	-5	7
7	1	-2.3	-5	-3	17
8	2	-0.5	1	-1	5
9	-1	-0.7	95*	-13	-3
10	0	0.9	-3	-3	-8
11	1	-0.6	4	-2	-21
12	5	-0.4	-4	-7	7
13	/	0.2	/	1	-19
14	2	1.1	3	-11	-12
15	-1	0.7	-8	1	-44

# Next results.
nr	Compound	PDI turbidity	Cardio protect	HIF-2a block	Peg3 prom inh	Shn3 3UTR inh	CaV13 FRET inh
16	Cc1cccn2c(=O)c3cc(C#N)c(=NC(=O)c4cccs4)n(CC(C)C)c3nc12	-10	-3	18	30	9	+
17	COc1cn(-c2ccccc2)nc1C(=O)NCc1ccc(C)cc1	-13	-5	-13	-5	7	-4
18	O=C(Nc1nnc(SCc2ccc(Cl)cc2)s1)C1CC(=O)N(Cc2ccccc2)C1 (stereo unspecified)	-3	-7	7	8	-22	-2
19	COc1cccc(NC(=S)N(Cc2ccccn2)Cc2ccccc2Cl)c1	-1	1	-25	10	5	6
20	CN(C)CCNC(=O)Cn1c(=O)c2cccn2c2ccc(F)cc21	12	0	13	-2	11	-22
21	CN(CC(=O)Nc1ccc(F)cc1)C(=O)CN1C(=O)c2ccccc2C1=O	4	-3	13	34	-43	-3
22	O=C(NCc1ccco1)/C(=C\c1cccnc1)NC(=O)c1ccccc1F	-1	-4	20	-2	-4	/
23	CCCC(=O)Nc1cc(C(=O)N(C)CC(OC)OC)ccc1S(=O)(=O)c1ccc(C)cc1	-3	4	22	9	-4	-20
24	COc1cc(CN(C(=O)c2cc3ccccc3oc2=O)C2CCS(=O)(=O)C2)cc(OC)c1OC (stereo unspecified)	9	8	-38	-37	2	-2
25	C=C[C@]1(C)C[C@H]1[C@H](NP(=O)(c1ccccc1)c1ccccc1)c1ccccc1	0	-1	12	-7	0	-10
26	Cc1cc2nc(-c3ccccc3)c(CC3CCCCC3)n2c(C)c1Br	/	/	-47	/	/	-6
27	CN1C(=O)/C(=N\OC(=O)c2ccccc2Cl)c2ccccc21	4	22	21	-1	-3	2
28	CC(C)n1nnnc1SCC(=O)c1ccc2c(c1)OCCO2	-2	3	-264	-289	-45	-5
29	CCn1c(=O)c(=O)[nH]c2cc(C(=O)NC3CCCc4ccccc43)ccc21 (stereo unspecified)	-3	-1	3	28	-13	-5
30	Cc1nn(CCCC(=O)Nc2ccc(Br)cc2F)c(C)c1[N+](=O)[O-]	-11	3	19	3	1	-2

nr	NR2E3 ag-1	iPSC survival up	MITF TRPM1 inh	HTR2A ag	NR2E3 ag-2
16	3	-0.5	1	-2	0
17	3	0.3	-5	-4	-12
18	2	0.2	-3	4	11
19	3	-0.6	-22	1	-29
20	/	-0.7	0	-6	-37
21	2	-0.6	8	-6	-75
22	-2	1.3	6	2	-7
23	1	3.6	4	-2	-1
24	-1	-0.1	-14	8	11
25	5	-2.0	6	9	0
26	/	-0.7	/	-1	-41
27	-1	-1.8	7	-1	-22
28	3	-0.7	-65	-1	-102
29	-4	0.0	4	1	10
30	1	-0.5	0	-2	29

# (list continues)
nr	Compound	PDI turbidity	Cardio protect	HIF-2a block	Peg3 prom inh	Shn3 3UTR inh	CaV13 FRET inh
31	COc1ccc(S(=O)(=O)N2CCCCCC2)cc1C(=O)N1CCCCC1	-1	-3	6	1	9	-6
32	CON1C(=O)C(=O)N(OC)C(C)(C)C1C (stereo unspecified)	-3	8	10	6	9	-11
33	O=C(CN1CCOCC1)Nc1ccccc1C(=O)Nc1ccccc1	4	12	6	-7	6	-3
34	COCCCNC(=O)c1cccc2c(-c3ccc(O)c(OC)c3)coc12	-1	1	-75	-24	-12	-5
35	COc1cccc(NC(=O)COC(=O)c2cc(=O)c3ccccc3o2)c1	-11	5	-2	6	3	-2
36	NNC(=S)NCCc1ccccc1	6	10	-15	-41	-7	-3
37	O=S(=O)(c1cccs1)N1CN(Cc2ccccc2)c2nc3ccccc3nc21	1	-22	-182	-142	-24	-4
38	CC(C(=O)NCCCN1CCOCC1)n1cccc1C(=O)c1ccccc1 (stereo unspecified)	-10	-2	15	7	-8	-5
39	O=C1CCCN1CCC(=O)N1CCCC(CO)(Cc2ccccc2)C1 (stereo unspecified)	6	6	-185	-230	-55	-2
40	CCN(CC)c1ncnc2c1cnn2C	-6	2	-5	2	-14	-18
41	O=C(Nc1nccs1)c1ccc(COc2ccccc2)o1	-3	-4	-195	-202	-52	-20
42	Nc1nc(SCC(=O)Nc2cc(C(F)(F)F)ccc2Cl)[nH]c(=O)c1NC(=O)c1ccco1	-1	2	5	17	-7	-2
43	CC(=O)c1cc(-c2ccccc2)[nH]c1N1CCOCC1	1	7	-14	4	-2	-7
44	CCOc1cc(C(=O)N2CCC(CC3CC(c4ccccc4)=NO3)(C(=O)NCc3ccc(OC)cc3)CC2)cc(OCC)c1OCC (stereo unspecified)	-5	5	-20	29	15	-8
45	Oc1ccc2ccccc2c1CN1CCCC1	0	-4	9	-4	12	-6

nr	NR2E3 ag-1	iPSC survival up	MITF TRPM1 inh	HTR2A ag	NR2E3 ag-2
31	-1	-0.5	7	3	2
32	1	2.0	-1	-1	-13
33	-2	2.0	11	1	-50
34	/	0.4	/	-3	-54
35	3	-2.6	4	2	15
36	-4	0.6	1	0	66
37	-3	-3.1	-32	-3	-30
38	5	1.3	6	6	5
39	0	-0.1	-44	2	-86
40	-1	2.2	1	8	-4
41	0	0.8	-79	2	-80
42	2	-0.4	-7	1	-14
43	-3	0.2	-1	0	5
44	0	-0.8	15	-7	22
45	-4	1.6	24	-4	-56

# An excerpt from above in order of molecular weight, lowest first.
nr	Compound	PDI turbidity	Cardio protect	HIF-2a block	Peg3 prom inh	Shn3 3UTR inh	CaV13 FRET inh
36	NNC(=S)NCCc1ccccc1	6	10	-15	-41	-7	-3
32	CON1C(=O)C(=O)N(OC)C(C)(C)C1C (stereo unspecified)	-3	8	10	6	9	-11
43	CC(=O)c1cc(-c2ccccc2)[nH]c1N1CCOCC1	1	7	-14	4	-2	-7
33	O=C(CN1CCOCC1)Nc1ccccc1C(=O)Nc1ccccc1	4	12	6	-7	6	-3
39	O=C1CCCN1CCC(=O)N1CCCC(CO)(Cc2ccccc2)C1 (stereo unspecified)	6	6	-185	-230	-55	-2
35	COc1cccc(NC(=O)COC(=O)c2cc(=O)c3ccccc3o2)c1	-11	5	-2	6	3	-2
31	COc1ccc(S(=O)(=O)N2CCCCCC2)cc1C(=O)N1CCCCC1	-1	-3	6	1	9	-6
42	Nc1nc(SCC(=O)Nc2cc(C(F)(F)F)ccc2Cl)[nH]c(=O)c1NC(=O)c1ccco1	-1	2	5	17	-7	-2

nr	NR2E3 ag-1	iPSC survival up	MITF TRPM1 inh	HTR2A ag	NR2E3 ag-2
36	-4	0.6	1	0	66
32	1	2.0	-1	-1	-13
43	-3	0.2	-1	0	5
33	-2	2.0	11	1	-50
39	0	-0.1	-44	2	-86
35	3	-2.6	4	2	15
31	-1	-0.5	7	3	2
42	2	-0.4	-7	1	-14

# (list continues)
nr	Compound	PDI turbidity	Cardio protect	HIF-2a block	Peg3 prom inh	Shn3 3UTR inh	CaV13 FRET inh
46	COc1ccc(C(=O)Nc2cccnc2)cc1	-2	-5	-90	-72	-10	/
47	CCCOc1ccc(/C(O)=C2/C(=O)C(=O)N(CCCOC)C2c2cccnc2)cc1 (stereo unspecified)	7	1	3	1	-8	/
48	Cc1nc(NC(=O)C(C)(C)C)sc1-c1nc(N)sc1-n1cc(-c2ccccc2)nn1	/	/	-7	/	/	-9
49	NC(=O)c1c(NC(=O)C2CCCO2)sc2c1CCC2 (stereo unspecified)	7	2	-58	-11	-16	-3

nr	NR2E3 ag-1	iPSC survival up	MITF TRPM1 inh	HTR2A ag	NR2E3 ag-2
46	1	-1.9	-50	-1	16
47	5	0.3	-3	-1	-7
48	/	0.9	/	7	0
49	0	1.1	-8	2	5

# Assay outcomes: PubChem, several laboratories
